Source: PubChem (several laboratories)
KOR beta-arrestin-1 = KOR agonists, beta-arrestin recruitment, primary screen, cell-based, luminescence, uHTS (AID 1777) | Kappa-type opioid receptor (Homo sapiens) | KOR beta-arrestin recruitment, luminescence; higher % means a stronger effect | activation, % at 10 µM, or EC50 in µM where a hit was titrated | 0.02% of 280,000 active; in the data active = activation above about 50%, passing the limit was not always enough; also: a part of the inactive calls stands beside numbers as strong as those of hits
NTR1 agonist = agonists of NTR1, primary screen, imaging, U2OS cells, beta-arrestin-GFP, high content (AID 493036); Neurotensin receptor type 1 (Homo sapiens), P30989; 0.17% of 330,000 active; activation, % at 20 µM; NTR1-U2OS beta-arrestin-GFP spot imaging, agonist mode;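 active = activation at or above 40% of the spot to cytoplasm intensity ratio, with at least 20 cells analyzed; inconclusive = wells under 20 cells, flagged as cytotoxic or low count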;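 also: 0% = DMSO without peptide and 100% = 100 nM NTR1 peptide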
Target sequence (P30989 whole entry, looked up): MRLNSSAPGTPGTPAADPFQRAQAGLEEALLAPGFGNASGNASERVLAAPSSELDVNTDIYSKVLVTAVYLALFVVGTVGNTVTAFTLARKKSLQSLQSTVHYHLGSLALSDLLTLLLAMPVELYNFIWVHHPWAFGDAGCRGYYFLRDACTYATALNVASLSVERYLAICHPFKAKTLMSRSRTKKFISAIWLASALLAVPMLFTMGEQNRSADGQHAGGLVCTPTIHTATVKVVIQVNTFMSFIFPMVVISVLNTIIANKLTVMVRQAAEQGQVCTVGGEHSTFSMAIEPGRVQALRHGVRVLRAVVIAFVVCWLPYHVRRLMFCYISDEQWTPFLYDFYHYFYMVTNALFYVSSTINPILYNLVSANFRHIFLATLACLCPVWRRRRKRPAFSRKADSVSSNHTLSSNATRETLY
KOR beta-arrestin-2 = KOR antagonists, beta-arrestin recruitment, cell-based, luminescence, uHTS (AID 1778). Kappa-type opioid receptor (Homo sapiens). KOR beta-arrestin recruitment, luminescence, antagonist mode; higher % means a stronger effect. inhibition, % at 10 µM; hits with a dose series show IC50 in µM. 0.091% of 290,000 active; also: strong numbers were not always called active
HEK293 NOD2/NF-kB = NOD2 signaling inhibitors, cell-based, luminescence, uHTS, HEK293 (AID 1566); 0.63% of 290,000 active; HEK293 NOD2/NF-kB luciferase reporter, luminescence; higher % means a stronger effect; inhibition, % at 4 µM, or EC50 in µM where a hit was titrated; also: many of its hits are not listed in these tables
GPR55 activation = GPR55 agonists via beta-arrestin recruitment, primary screen, imaging, U2OS cells, beta-arrestin-GFP redistribution (AID 1961); U2OS GPR55 beta-arrestin-GFP redistribution imaging; higher % means a stronger effect; activation, % at 10 µM; hits with a dose series show EC50 in µM; 0.048% of 290,000 active;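 active = activation above 40% with more than 50 cells counted in the well; inconclusive = wells holding fewer than 50 cells, flagged as toxic or sparse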;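 also: U2OS osteosarcoma cells stably expressing GPR55 and beta-arrestin-GFP; plate controls were DMSO negative control for no effect and LPI positive control for full effect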
Yfh1-off respiration = enhancers of respiration in Yfh1-depleted yeast, dose response, Friedreich's ataxia, plus single-dose screen (AID 1465). S. cerevisiae Yfh1-off respiration, WST-1 reduction, 72 h; higher fold induction means a stronger effect. one-dose fold induction at 50 µM; EC50 in µM for titrated hits. 0.074% of 220,000 active;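 active = fold induction of absorbance versus untreated yeast above a set limit, then at least 30% activation at any dose in follow-up; inconclusive = repeats straddling the limit, or above it without dose testing; inactive = fold induction below the set limit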;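 also: activators that raise dye reduction in frataxin-depleted yeast; strong numbers were not always called active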
TNAP activation fold = human TNAP enzyme activators, primary screen, biochemical, luminescent, no phosphate acceptor, uHTS (AID 1001) | 0.03% of 200,000 active | purified TNAP, luminescent activation assay, no phosphate acceptor; higher activation fold means a stronger effect | one-dose activation fold at 20 µM; EC50 in µM for titrated hits | Alkaline phosphatase, tissue-nonspecific isozyme (Homo sapiens); in the data active = activation fold from about 3, or a potency from the dose series; inactive = the rest, 99 in 100 with activation fold below about 1.6; also: many of its hits are not listed in these tables
NOD1 NF-kB reporter = NOD1 signaling inhibitors, primary screen, cell-based, luminescence, uHTS (AID 1578); inhibition, % at 4 µM, or EC50 in µM where a hit was titrated; NOD1-driven NF-kB luciferase reporter cells, luminescence; higher % means a stronger effect; 1% of 290,000 active; in the data active = inhibition mostly above about 36%, no sharp cut-off; inactive = mostly below about 34%;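 also: HEK-293T reporter cells stimulated with the NOD1 agonist gamma-tri-DAP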
CSM14.1 death rescue = rescue of cells from ER stress-induced death, primary screen, 384-well, CSM14.1, thapsigargin, ATP luminescence (AID 1222) | cellular ATP content (survival), % at 20 µM; hits with a dose series show EC50 in µM | 190,000 tested, under 10 active | CSM14.1 thapsigargin-induced death rescue, ATP luminescence; higher % means a stronger effect;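 active = EC50 below 50 µM in the dose-response confirmation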;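 also: death triggered by thapsigargin at about 15 µM added after 2 h compound pretreatment; cell ATP read after overnight thapsigargin exposure of roughly 18 to 22 hours; normalized against plate controls of thapsigargin alone and 5% DMSO vehicle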
NTR1 agonist cell count 20 µM = also measured in NTR1 agonist; calls as there; cell count; measured here: cell count, cytotoxicity flag
* = called active by the depositor; i = inactive; ? = inconclusive; . = not tested or not shown; & = joins results of further samples; [ ] = dose if it differs, or a comment. Rule as the data show it, unless noted: active = inhibition above about 50%; inactive = the rest.

SMILES | KOR beta-arrestin-1 | NTR1 agonist | NTR1 agonist cell count 20 µM | KOR beta-arrestin-2 | HEK293 NOD2/NF-kB | GPR55 activation | Yfh1-off respiration | TNAP activation fold | NOD1 NF-kB reporter | CSM14.1 death rescue
O=C(COC(=O)c1cc(=O)[nH]c2ccccc12)c1ccc(Br)cc1 | 4.3% | -0.1 | 76 | 44% | -62% | 0.6% | i | . | -10% | .
CCOc1cc(/C=C/C(=O)O)ccc1OCCOc1ccc(F)cc1 | -1.6% | -0.9 | 37 | 1% | 27% | -0.1% | . | . | 4% | .
CCOC(=O)C12CNC(=O)C(C(=O)OCC)(CNC1=O)C2 | -0.8% | 1.9 | 38 | 1% | 3% | -0.1% | i | 1.1 | -3% | 0.8%
CCOC(=O)C(=NCCCN(C)C)NNc1cc(C(F)(F)F)ccc1Cl | -2.3% | -0.4 | 39 | -19% | -38% | 0.0% | i | 1.1 | 11% | -1.9%
CC(C)(C)OC(=O)N[C@H](Cc1ccccc1)C(=O)N1CCC(C(=O)O)CC1 | 4.1% | -0.3 | 37 | -18% | 2% | 0.2% | i | 1 | -11% | 1.3%
Cc1cccc(C)c1NS(=O)(=O)c1ccc2c(c1)NC(=O)CO2 | -0.3% | -1.8 | 28 | -4% | 19% | -0.7% | i | 1.2 | -4% | -4.1%
Cc1ccccc1OCC(=O)N/N=C/c1cccc(Oc2ccc([N+](=O)[O-])cc2[N+](=O)[O-])c1 | -2.1% | 2.8 | 72 | 10% | -25% | -0.2% | i | 1.1 | -12% | 6.2%
CCN(c1c(C)n(C)n(-c2ccccc2)c1=O)S(C)(=O)=O | -2.2% | -1.3 | 68 | -30% | 9% | 0.2% | . | 1.1 | 12% | -3.0%
Fc1cccc(Cl)c1CSc1nnc(-c2ccncc2)o1 | 2.0% | -0.8 | 98 | -18% | -72% | 0.4% | . | . | -19% | .
Cc1csc(Nc2cccc3ccccc23)n1 | 1.6% | 2.5 | 87 | 4% | 17% | -0.3% | i | 1.1 | -44% | -0.3%
O=C(COC(=O)c1nsc(Cl)c1Cl)NC1CCCCC1 | 3.9% | 0.9 | 49 | -23% | -1% | 0.2% | . | . | 6% | .
COc1ccccc1N1CCN(C(=O)COc2cc(C)ccc2C)CC1 | 1.1% | 1.0 | 32 | 2% | 19% | -0.2% | i | 1 | -10% | -2.4%
CNS(=O)(=O)c1cccc(C(=O)OCC(=O)Nc2sc3c(c2C#N)CCCCC3)c1 | -0.6% | 3.4 | 74 | -15% | 8% | -0.2% | i | 1.1 | -20% | -2.2%
COc1cc(NC(=O)c2nn(C)c3c2CS(=O)(=O)c2ccccc2-3)cc(OC)c1 | -7.4% | 0.4 | 54 | -9% | 30% | -0.2% | . | . | -6% | .
Clc1cccc(CN2CCC(Cc3ccccc3)CC2)c1 | 3.1% | 0.6 | 61 | -13% | 10% | -0.2% | i | 1.1 | 2% | -1.1%
Cc1[nH]c(=O)[nH]c(=O)c1/C=C/C(=O)OCC(C)C | -0.4% | -0.2 | 45 | -4% | 10% | -0.2% | i | 1 | -1% | -0.1%
CCOC(=O)CC1CCCCN1Cc1nc(-c2ccc(F)c(OC)c2)oc1C (configuration not stated) | -3.2% | -1.9 | 95 | -6% | 7% | -0.2% | i | 1 | 6% | -1.7%
Cn1c(SCC(=O)c2ccc(F)cc2)nnc1-c1ccccn1 | -1.0% | 2.2 | 43 | 2% | -32% | 0.1% | i | . | -4% | .
CC(C)Cc1ccc(/C(=N/O)C(=O)O)s1 | 3.6% | -1.0 | 43 | 0% | 10% | -0.1% | i | 0.8 | 4% | 0.0%
Cc1ccc(N2C(=O)C(Cl)=C(NCCO)C2=O)c(C)c1 | -0.4% | -0.9 | 74 | -2% | -21% | -0.2% | i | 1.1 | -11% | -0.3%
Nn1c(SCc2cc([N+](=O)[O-])cc3c2OCOC3)nnc1-c1cccnc1 | -3.7% | 0.8 | 97 | 12% | 4% | 0.6% | i | 0.9 | -6% | .
COc1ccc(CCNC(=O)c2cc3cccc(OC)c3oc2=O)cc1OC | -5.3% | 0.4 | 66 | -8% | 4% | -0.2% | . | . | -32% | .
CCOC(=O)N1CCN(C(=O)CSCC(=O)Nc2nc(-c3ccc(OC)cc3)cs2)CC1 | -1.9% | 3.8 | 83 | 16% | 1% | 0.0% | i | 1.1 | -1% | -3.6%
Cc1cccc(CNC(=O)Cn2ccc3cc(S(=O)(=O)N4CCCC4)ccc32)c1 | -7.5% | 0.6 | 54 | -6% | 3% | -0.2% | . | . | -27% | .
CC(C)CN(CCOc1cccc(N2C(=O)C3=C(CCCC3)C2=O)c1)CC(C)C | 6.3% | -0.2 | 61 | -22% | 10% | -0.3% | i | 1 | -1% | -1.4%
The list goes on:
SMILES | KOR beta-arrestin-1 | NTR1 agonist | NTR1 agonist cell count 20 µM | KOR beta-arrestin-2 | HEK293 NOD2/NF-kB | GPR55 activation | Yfh1-off respiration | TNAP activation fold | NOD1 NF-kB reporter | CSM14.1 death rescue
CCCCOc1ccc(-c2ncc(C(=O)O)c(C)n2)cc1 | 5.1% | 0.6 | 55 | 16% | -132% | 0.7% | i | 1.2 | -62% | -0.4%
CCOC(=O)c1[nH]c2ccc(OC)cc2c1NC(=O)c1nonc1C | -4.7% | 1.9 | 49 | 3% | -2% | -0.2% | i | 1 | -19% | -0.8%
COCC(C)n1c(SCC(=O)NNC(=O)c2ccccc2)nc2ccccc2c1=O (configuration not stated) | -2.2% | 1.9 | 82 | 11% | 12% | ? | i | 1.1 | 15% | -1.0%
CNC(=O)NC(=O)CSc1nnc(-c2ccco2)n1Cc1ccccc1 | 2.4% | 9.9 | 80 | 0% | 14% | 0.0% | i | 1.1 | 0% | 1.1%
CC(Sc1nnc(NCc2ccccc2)s1)C(=O)Nc1ccc2c(c1)C(=O)c1ccccc1C2=O (configuration not stated) | 2.3% | 5.9 | 37 | -14% | -29% | -0.1% | i | 1.1 | 12% | -2.2%
CC(C)C(=O)NC(=S)Nc1ccccc1C(F)(F)F | -0.4% | -0.2 | 34 | 17% | -4% | -0.2% | i | 0.9 | 6% | -1.6%
CCCn1nc(NC(=O)COC)c2cc3cccc(C)c3nc21 | -2.3% | -0.8 | 83 | 37% | 5% | -0.1% | . | . | -15% | .
CC12CCC(C1)C(C)(C)C2OC(=O)c1ccccc1C(=O)O (configuration not stated) | . | -1.1 | 82 | 2% | 18% | -0.6% | i | . | -6% | .
CC(C)C[C@H](N)c1nnc(SCc2ccc(Cl)cc2)o1 | 0.4% | 1.1 | 50 | 23% | 0% | 0.3% | i | . | 20%* | .
Cc1cc(NC(=O)Cc2ccsc2)ccc1Br | -2.6% | 0.4 | 82 | 11% | 4% | 0.2% | . | . | -5% | .
CC1CCN(S(=O)(=O)N2CCC(C(=O)NCc3cccnc3)CC2)CC1 | 3.4% | 0.1 | 72 | 7% | -6% | -0.1% | i | . | -2% | .
COc1cc(-c2nnc(CSc3nnc4nc(C)cc(C)n34)o2)cc(OC)c1OC | -2.8% | 0.3 | 82 | -10% | 30% | -0.1% | i | 1 | 4% | -1.4%
COc1cccc(N(C(=O)c2csnn2)C(C(=O)NC2CCCC2)c2ccccc2)c1 (configuration not stated) | 1.2% | 0.8 | 40 | 14% | 25% | 0.6% | . | . | 0% | .
Nc1nc(CN2CCCCC2)cs1 | -1.4% | -1.0 | 72 | 9% | 12% | 1.2% | i | 1 | 4% | -1.9%
Cc1nnc(NC(=O)c2ccc(S(=O)(=O)N3CCc4ccccc4C3)cc2)o1 | -3.5% | -0.3 | 82 | 2% | 1% | -0.3% | i | 1.2 | -21% | .
O=C(Cn1c(=O)oc2ccccc21)c1ccccc1 | 12% | -0.5 | 47 | 21% | 8% | 0.3% | i | 0.9 | -6% | -2.6%
CC(C)Cn1cc(C(=O)NCCCN2CCCC2=O)c2c3ccccc3n(C)c2c1=O | -0.4% | 0.5 | 70 | 12% | 3% | 0.0% | i | 1.1 | -15% | 1.3%
COc1cc(NC(=O)CN2CCN(Cc3ccc4c(c3)OCO4)CC2)cc(OC)c1 | 2.5% | -2.5 | 49 | -24% | 0% | -0.2% | . | 1.1 | -8% | 2.3%
COc1cc(C(C(=O)NC2CCCC2)N(Cc2ccccc2)C(=O)c2snc(C(N)=O)c2N)ccc1O (configuration not stated) | 2.2% | 1.4 | 65 | -23% | 12% | -0.4% | . | . | -10% | .
O=C(/C=C/c1ccco1)Nc1ccc(S(=O)(=O)N2CCOCC2)cc1 | . | -0.5 | 37 | -20%[20 µM] | 7% | -0.1% | i | 1.1 | -26% | 0.2%
CN(C)CCCNC(=O)c1cc(C(=O)c2ccccc2F)c[nH]1 | -0.9% | -0.4 | 97 | 14% | -13% | -0.1% | . | . | 1% | .
CCCc1cc(=O)[nH]c(SCc2cc(Cl)ccc2OC(F)F)n1 | 3.6% | 0.6 | 80 | -42% | 16% | -0.1% | i | 0.9 | 19% | -0.6%
COc1ccc(NC2c3ccccc3C(=O)N2c2cccnc2)cc1Cl (configuration not stated) | -2.9% | 1.7 | 60 | 29% | 11% | -0.1% | i | 1 | -2% | .
CCOC(=O)c1cc(-c2ccccc2)sc1NC(=O)c1ccc(OC)cc1 | -1.2% | 14 | 47 | 15% | 23% | -2.3% | i | 1 | -40% | -1.0%
CCOc1ccc(C2c3c(oc4ccccc4c3=O)C(=O)N2c2ccc(C)cn2)cc1OC (configuration not stated) | -1.7% | 0.8 | 49 | -7% | -27% | -0.3% | i | 1 | -24% | -1.3%
CCOC(=O)CSc1nnc2c3ccccc3n(C)c2n1 | 0.3% | 2.5 | 62 | -18%[20 µM] | -1% | -0.1% | . | . | -23% | .
Nc1nc2ccc(OC(F)(F)F)cc2s1 | 1.0%&-0.7% | -1.3&1.2 | 38&65 | -50%&8% | -21%&-19% | 0.2%&-0.5% | i | 1.1&1.1 | -43%&-15% | -1.0%&-2.4%
O=C(CCc1nc2ccccc2c(=O)[nH]1)OCC(=O)c1cccc(Cl)c1 | -0.2% | 1.6 | 40 | 8% | 15% | -0.2% | i | 1.2 | -11% | -5.7%
O=C(Nc1ccc(NC(=O)c2cc3ccccc3o2)cc1)c1ccc2c(c1)OCCO2 | -5.8% | -0.9 | 72 | 17% | 6% | -0.4% | i | 1.1 | -17% | 0.1%
Cc1ccc(-n2c(Cc3cccn3C)nnc2SCC(=O)Nc2nnc(C)s2)cc1 | 2.4% | -1.2 | 79 | -11% | 13% | -0.1% | i | 1.1 | -18% | -0.2%

A portion of the library; rates above refer to the full screens.
